eIF4E 4G PPI = blocks eIF4E binding to eIF4G; P63073+Q04637; TR-FRET eIF4E-eIF4GI(517-606) binding, 2 h; inhibition, % at 21.7 µM; 220,000 tested, 0.37% active; AID 782;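 also: 0% = full FRET control wells and 100% = background wells lacking eIF4GI fragment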
KLK5 inh = kallikrein 5 (human) inhibition | Q9Y337 | recombinant hK5, fluorogenic AMC substrate cleavage | inhibition, % at 5 µM | 210,000 tested, 0.59% active | AID 873;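 active = inhibition of 40% or more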;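 also: 0% = enzyme controls without compound and 100% = no-enzyme blanks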
Target sequence (Q9Y337 67-293 limits assumed): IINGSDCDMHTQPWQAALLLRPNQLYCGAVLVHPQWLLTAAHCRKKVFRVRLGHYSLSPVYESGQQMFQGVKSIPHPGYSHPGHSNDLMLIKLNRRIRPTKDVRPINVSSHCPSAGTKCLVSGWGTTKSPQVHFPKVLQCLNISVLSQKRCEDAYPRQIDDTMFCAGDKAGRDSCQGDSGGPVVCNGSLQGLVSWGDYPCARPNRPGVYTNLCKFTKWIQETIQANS
14-3-3 Bad inh = disrupts binding of bovine 14-3-3 zeta to phospho-Bad peptide | P63103 | TR-FRET 14-3-3zeta/Dy647-pBad peptide displacement, 1 h | inhibition, % at 21.7 µM | 220,000 tested, 0.71% active | AID 781;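 active = inhibition above about 70%, limit read from the data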;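 also: 0% = full 14-3-3 plus peptide FRET controls and 100% = background without 14-3-3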
Rad51 HR inh = Rad51 (human) homologous recombination inhibition. inhibition, % at 10 µM. 200,000 tested, 0.085% active. hRad51 DNA strand exchange, fluorescence dequenching;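 active = inhibition above 40% at the single screening dose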;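 also: 0% = DMSO control wells and 100% = blanks with heterologous ssDNA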
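material = hRad51 filaments on single-stranded DNA | reagent = Donor/quencher-labelled 47-bp dsDNA substrate | compound = 10 µM final, single point | schedule = strand-exchange reaction 15 min at room temperature | measured by = fluorescein emission 520 nm, excitation 485 nm | read-out basis = % inhibition versus plate control and blank means | benchmarks = plate controls and plate blanks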
Cl transport mod = KCC2 (human) Cl- transport modulation; AID 1456; KCC2 cells, thallium flux FluoZin-2 fluorescence; Q9H2X9; 190,000 tested, 2.2% active; B-score of Tl+ flux slope (higher = more flux/activation; lower = inhibition) at 10 µM;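 active = thallium flux slope and its plate-corrected score both differing from the plate sample mean at a set confidence after two filtering rounds, in either direction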;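 also: slope of fluorescence scaled to starting intensity during 10 to 20 s after thallium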
Furin inh = blocks human furin protease activity; purified furin, fluorogenic substrate cleavage; AID 463115; 220,000 tested, 0.061% active; inhibition, % at 30 µM; in the data active = inhibition above about 25%; also: inactives centre near -15
thrombin 1536 = blocks human thrombin protease activity. inhibition, % at 5 µM. 220,000 tested, 0.26% active. alpha-thrombin, Boc-VPR-AMC fluorogenic substrate cleavage. AID 1046. P00734;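 active = inhibition at or above 40%; inactive = inhibition below 40%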;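 also: 0% = enzyme with no compound and 100% = wells without enzyme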
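Test system: human alpha-thrombin; medium: pH 7.5 Tris-saline with Tween 20; times: reaction at room temperature; signal: AMC fluorescence at 355 nm excitation and 460 nm emission; also added: Boc-VPR-AMC substrate, 15 µM final; dosing: one concentration per compound, 5 µM, with 0.2% DMSO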
p47phox inh = blocks human p47phox regulatory protein of NADPH oxidases | P14598 | p47phox/p22phox peptide binding, fluorescence polarization, 2 h | inhibition, % at 24.7 µM | 220,000 tested, 0.53% active | AID 1274;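 also: 0% = p47phox with labelled peptide and 100% = labelled peptide alone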
Target sequence (P14598 whole entry, looked up): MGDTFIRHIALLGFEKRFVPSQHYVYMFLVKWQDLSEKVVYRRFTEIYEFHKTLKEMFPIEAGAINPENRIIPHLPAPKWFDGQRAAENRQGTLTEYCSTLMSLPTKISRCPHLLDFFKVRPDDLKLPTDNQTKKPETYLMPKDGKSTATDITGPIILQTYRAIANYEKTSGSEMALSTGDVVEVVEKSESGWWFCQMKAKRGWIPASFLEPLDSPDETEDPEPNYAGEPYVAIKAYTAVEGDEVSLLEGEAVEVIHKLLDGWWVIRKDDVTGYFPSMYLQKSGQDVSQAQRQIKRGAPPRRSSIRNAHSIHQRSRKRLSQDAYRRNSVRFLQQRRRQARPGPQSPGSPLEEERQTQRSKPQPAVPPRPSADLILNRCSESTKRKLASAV
EBV gp42 inh = blocks Epstein-Barr virus glycoprotein 42 binding. inhibition, % (tested at 21.74 µM). Q1HVG2. 220,000 tested, 0.42% active. Fluorescence polarization binding assay, mP read-out; in the data active = inhibition above about 50%
Target sequence (Q1HVG2 whole entry, looked up): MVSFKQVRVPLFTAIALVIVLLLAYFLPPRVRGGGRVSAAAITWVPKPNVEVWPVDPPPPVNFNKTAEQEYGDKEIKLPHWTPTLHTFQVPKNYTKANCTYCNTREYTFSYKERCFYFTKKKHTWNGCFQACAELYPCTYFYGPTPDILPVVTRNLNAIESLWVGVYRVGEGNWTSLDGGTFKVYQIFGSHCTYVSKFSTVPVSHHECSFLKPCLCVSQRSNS
An asterisk follows results filed as active; · = no result given; [ ] = another dose, or the depositor's remark.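 The calls were made as follows, unless noted: active = inhibition above about 30% (limit read from the data); inactive = the rest.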 Hits appear at their usual frequency, and some 4.7% of all compounds hit somewhere here.

SMILES	eIF4E 4G PPI	KLK5 inh	14-3-3 Bad inh	Rad51 HR inh	Cl transport mod	Furin inh	thrombin 1536	p47phox inh	EBV gp42 inh
CC(C)(C)c1ccc(/C=C/C(=O)N2CCc3ccccc3C2)cc1	-5	-1	3	3	0.4	-5[20 µM]	-1	-2	-18
COC(=O)n1ccc(C(=O)Nc2ccccc2F)n1	5	4	-3	14	·	-9	10	5	-16
O=C(CCc1nnc(CCCc2ccccc2)o1)NCCN1CCOC1=O	-2	2	3	-8	-0.51	-21	-4	-8	-2
COCC(=O)Nc1sc2c(c1C(=O)OC)CCC(C)C2 (stereo unspecified)	3	7	3	1	·	-25[20 µM]	3	-10	1
COc1cccc(N2CCN(CC(=O)c3c[nH]c4ccc(OC)cc34)CC2C)c1 (stereo unspecified)	5	-21	15	1	0.042	-18[20 µM]	-4	-2	-13
Cc1cc(C)c(C(=O)COC(=O)c2ccc([N+](=O)[O-])o2)cc1C	-1	-9	-6	25	1	-29	-8	-9	-4
Cc1ccc(CNc2oc(-c3cccs3)nc2C#N)cc1	-1	-152	0	-4	·	-8[20 µM]	-2	2	-6
CCCNS(=O)(=O)c1ccc(OCC(=O)N(C)Cc2ccccc2)cc1	-8	3	-1	-1	-0.031	-25	-4	2	-22
CC1=CS(=O)(=O)CC1Sc1nc2ccccc2[nH]1 (stereo unspecified)	6	0	59	3	·	-16[20 µM]	3	-25	-14
COc1ccc(NC(=O)c2c(NC(=O)CCC(=O)O)sc3c2CCCCC3)cc1	1	-5	-8	-7	0.12	-7	-5	1	3
O=C(CCC(=O)OCC(=O)c1ccc(-c2ccccc2)cc1)Nc1cccc2cccnc12	-5[fluorescence artefact?]	3	-15	-4	-0.75	-18	-3	-27	-12
CCn1c(C)nc2cc(C(=O)OC(C(F)(F)C(F)F)C(F)(F)C(F)F)ccc21	-1	-31	-4	·	0.019	-20[20 µM]	-2	-9	-8
COc1ccc([N+](=O)[O-])cc1N(CC(=O)NCCC1=CCCCC1)S(C)(=O)=O	3	-17	0	1	-0.32	-9	-4	7	-20
CCOc1ccc(OCC)c(Nc2cc(C)nc3nc(C)nn23)c1	-2[fluorescence artefact?]	9	1	·	0.54	-11	-3	7	-2
O=C1C2C(C(=O)N1c1ccncc1)C1C=CC2C12CC2 (stereo unspecified)	-4[fluorescence artefact?]	-4	-5[fluorescence artefact?]	-7	0.26	-26	-12	-9	-8
COc1cc2c(cc1NC(=O)c1cccnc1)oc1ccccc12	5	-7	15	-1	0.033	-12[20 µM]	-5	-17	-7
O=C(CCl)Nc1ccc(N=Nc2ccccc2)cc1	15[fluorescence artefact?]	-11	-2[fluorescence artefact?]	2	-1.1	5	-8	4	2
Cc1ccc2nc3sc(C(=O)NCc4ccco4)c(N)c3cc2c1	1[fluorescence artefact?]	-5	-7[fluorescence artefact?]	-24	0.64	-18[20 µM]	1	-40	-81
O=C(COC(=O)[C@@H]1CC(O)CN1S(=O)(=O)c1ccccc1[N+](=O)[O-])Nc1ccc2ccccc2c1 (stereo partly specified)	-7[fluorescence artefact?]	-25	-4	2	-0.66	1	-2	-15	-28
COc1ccccc1CNC(=O)c1n[nH]c2ccccc12	3	3	-1	·	0.073	-12	-12	-9	-13
CC1=Nc2ccccc2N=C(NC(=O)CSC(=S)N2CCCCC2)C1c1ccccc1 (stereo unspecified)	0	3	1	-18	-2	-8	-8	0	-9
Cn1c(=O)cc(OCCCC(=O)NCc2ccc3c(c2)OCO3)c2ccccc21	4	25	0	-5	-0.27	-18	3	4	-16
Cc1occc1-c1nnc(SCC(=O)c2cc3ccccc3oc2=O)o1	-19	-7	-17	-7	·	-26	7	-28	-9
O=C(N/C(=C\c1ccco1)C(=O)N1CCCC1)c1cccs1	1	5	-3	-1	0.0081	-19[20 µM]	1	-8	1
NC(=O)c1nn(CC(=O)Nc2ccc3c(c2)OCO3)cc1[N+](=O)[O-]	-2	-4	1	7	1.2	-24	-26	-2	8
O=c1ccn(CCCBr)c(=O)[nH]1	3	-6	11	2	0.52	-23	-1	-4	-12
O=C(CCc1nc2ccccc2c(=O)[nH]1)OCc1ccccc1F	2	-6	5[fluorescence artefact?]	5	-0.99	-25	-4	-7	-4
NS(=O)(=O)c1ccc(NC(=O)C2COc3ccccc3O2)cc1 (stereo unspecified)	-1	1	7	-1	·	-20[20 µM]	-3	-8	-14
COc1cccc(C2NC(=O)NC(O)(C(F)(F)F)C2C(=O)c2cccnc2)c1OC (stereo unspecified)	8	2	11	0	0.5	-12	1	5	2
CCc1nnc(NC(=O)C2Cc3ccccc3CN2S(=O)(=O)c2cccs2)s1 (stereo unspecified)	-6	-8	-5	8	0.2	-10[20 µM]	-4	0	-1
O=c1cc(-c2ccco2)oc2ccc(Cl)cc12	1	-10	4	1	-0.55	-18[20 µM]	-5	-9	-24
CC(C)n1nc(C(=O)NCCc2ccc(S(N)(=O)=O)cc2)c2ccccc2c1=O	4	-2	-7	·	·	-28	-3	1	1
COC(=O)CN(c1ccccc1C)S(C)(=O)=O	1	-10	-2	2	-1.1	-8	-2	-1	-9
CC(C)NC(=S)Nc1ccc2[nH]c(=O)[nH]c2c1	-1	-9	-2	·	0.47	-3	-4	3	-4
CC(C)(C)c1ccc(/C=N/n2cnnc2)cc1	0	-1	1	4	-0.025	-6	-8	3	14
O=C(Cc1c(C(=O)O)[nH]c2ccccc12)NC1CCCC1	0	-4	-4	3	0.074	-16	·	-6	-12
COc1cccc(NC(=O)NCc2c(-c3ccccc3)noc2C)c1	-4	0	0	6	·	-19	-1	-20	-11
NC(=Nc1ccc(Cl)cc1)c1ccccc1	-2	5	-7	-1	-0.062	-21	-2	3	6
N#Cc1cc(C(=O)Cc2ccccc2)c[nH]1	0	2	-3	19	-0.1	-23	1	-12	0
C=CCNC(=O)c1ccc2nc(-c3ccccc3)c(-c3ccccc3)nc2c1	7[fluorescence artefact?]	-3	6[fluorescence artefact?]	-2	-0.1	-30[20 µM]	-5	-2	5

Six entries out of the list above, sorted by their value in eIF4E 4G PPI, low to high.
canonical_smiles,eIF4E 4G PPI
NC(=Nc1ccc(Cl)cc1)c1ccccc1,-2
NS(=O)(=O)c1ccc(NC(=O)C2COc3ccccc3O2)cc1 (stereo unspecified),-1
CC1=Nc2ccccc2N=C(NC(=O)CSC(=S)N2CCCCC2)C1c1ccccc1 (stereo unspecified),0
O=C(N/C(=C\c1ccco1)C(=O)N1CCCC1)c1cccs1,1
O=C(CCc1nc2ccccc2c(=O)[nH]1)OCc1ccccc1F,2
CC(C)n1nc(C(=O)NCCc2ccc(S(N)(=O)=O)cc2)c2ccccc2c1=O,4

Fetched one by one from above, 2 records:
SMILES	eIF4E 4G PPI	KLK5 inh	14-3-3 Bad inh	Rad51 HR inh	Cl transport mod	Furin inh	thrombin 1536	p47phox inh	EBV gp42 inh
CC(C)(C)c1ccc(/C=N/n2cnnc2)cc1	0	-1	1	4	-0.025	-6	-8	3	14
COc1cccc(C2NC(=O)NC(O)(C(F)(F)F)C2C(=O)c2cccnc2)c1OC (stereo unspecified)	8	2	11	0	0.5	-12	1	5	2

Other compounds
SMILES	eIF4E 4G PPI	KLK5 inh	14-3-3 Bad inh	Rad51 HR inh	Cl transport mod	Furin inh	thrombin 1536	p47phox inh	EBV gp42 inh
CC(C)c1nc2sc3ccccc3c(=O)c2c(=O)n1Cc1ccccc1	12	-6	10	20	-1.5	-6	2	-6	-7
Cc1ccc(C(=O)N/N=C2\CCSC2)cc1[N+](=O)[O-]	3	-11	-10	6	-0.66	-9	-1	-11	-16
Cc1ccccc1C(=O)N1CCc2cc(-c3nc(NC(=O)Cc4ccc5c(c4)OCO5)sc3C)ccc21	4	-17	-19	-2	-0.015	-4	3	-18	1
Cc1[nH]c2ccccc2c1C(=O)CN1CCC(C(N)=O)(N2CCCCC2)CC1	-5	-1	3	6	·	-14	0	1	-11
O=C(COc1ccc(Cl)cc1)NCCC1=CCCCC1	2	5	10	8	0.034	-9[20 µM]	-1	-2	-10
CC(O)[C@H]1CNC(=O)C(=O)N1CCCCC1CCCCC1 (stereo partly specified)	-6	0	-4	19	0.1	-27	-1	-10	-14
Oc1ccc(-c2csc(NCc3ccco3)n2)cc1	3	-6	50[fluorescence artefact?]	-3	·	-24	2	-14	-5
O=C(/C=C/c1ccccc1)c1ccoc1	-7	-1	-23	-7	·	-26[20 µM]	-3	-15	-2
CCn1nc(C)c(/C=N/NC(=O)c2ccc3c(c2)c(C)c(C)n3Cc2ccccc2)c1C	1	-6	-29	·	-0.83	-15[20 µM]	3	-15	7
CC1=NN(c2ccccc2)C(=O)C1C(=O)c1ccc(Cl)cc1 (stereo unspecified)	-1	7	64	·	7.8*	-7[20 µM]	-3	-1	-22
Cn1c(CCC(=O)Nc2ccccc2F)nnc1SCC(=O)Nc1ccccc1Cl	5	-8	-9	5	-0.85	-23	-3	-6	-9
COc1cccc(-c2cc(C(F)(F)F)nc(-n3cncn3)n2)c1	-7	-2	3	1	·	-11	2	-14	-1
Cc1csc(NC(=O)Cn2nc(C)c([N+](=O)[O-])c2C)n1	4	-17	-10	4	-0.56	-14	-4	-2	-1
O=S(=O)(/N=C(\c1ccccc1)N1CCOCC1)c1ccc(Cl)cc1	6	8	13	-6	-1.1	-7	19	2	6
CCC(C(=O)NCCC1=CCCCC1)c1ccccc1 (stereo unspecified)	11	-1	-1	8	3.1	-16	-2	-14	-7
C/C(=N\NC(=S)NC(C)C)c1ccccc1	-2	-5	-1	12	5.8*	-14	-4	-9	1
CNC(=S)NNC(=O)COc1ccccc1C	7[fluorescence artefact?]	-6	-4[fluorescence artefact?]	-7	·	-22[20 µM]	0	-6	-26
CCOC(=O)N1CCN(c2nc(C)c3c(n2)CCCC3=O)CC1	-3	5	-9	-6	0.044	-19	4	-4	-18
COC(=O)NNC(=O)c1cccc(C)c1	1	3	4	9	-0.43	-16[20 µM]	-3	-6	-8
O=C(NNc1nc2ccccc2s1)C1CC1	-5	-2	-10	·	-0.014	-19[20 µM]	-1	-9	-22
C=CCc1ccc(OCCCCOc2ccc(C(=O)O)cc2)c(OC)c1	-3	0	-14	0	-3.4	-19	-4	-7	-6
COc1ccc(C(O)(C(=O)NNc2ccc(C)cc2)c2cccs2)cc1 (stereo unspecified)	-5	-7	6	6	0.74	-17[20 µM]	-4	0	-16
COc1cc(C(=O)N[C@H](C(=O)Nc2nnc(C3CC3)s2)C(C)C)cc(OC)c1OC	10	13	4	7	0.0072	-17	-2	-11	-3
CCC(=O)N1CC2(CC(c3cccc([N+](=O)[O-])c3)=NO2)C[C@H]1C(=O)NCC(N)=O (stereo partly specified)	4	-1	10[fluorescence artefact?]	-6	-0.97	-23[20 µM]	-3	35*	-11
C=CCn1c(SCc2ccc(C#N)cc2)nnc1-c1ccccc1	-10	-10	-2	-6	-1.1	-13[20 µM]	4	1	-15
O=C(Cc1csc(Nc2nc(=S)[nH]c3ccccc23)n1)NCc1ccc(Cl)cc1	6	-154	25	-5	5.9*	-1[20 µM]	-1	-9	-38
O=C(CNC1=NCCC1)c1ccc2c(c1)OCCO2	5	-25	1	·	·	-2	-1	-13	7
O=C(N/N=C/c1ccco1)c1cc(-c2ccc(Cl)s2)[nH]n1	-3	-1	-6	3	-1	-26	2	-9	-1

From PubChem BioAssay
